pPAFAH FP inh: inhibitors of human plasma PAF acetylhydrolase (pPAFAH) | Q13093 | recombinant pPAFAH, FP-rhodamine probe fluorescence polarization | inhibition, % at 3.39 µM | 1.5% of 330,000 active | AID 463082;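 active = inhibition above the mean inhibition across the screen plus 3 SD, cut at about 25% in these data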;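 note: inhibitors block binding of the rhodamine activity-based probe so polarization drops; 0% = enzyme with DMSO and 100% = wells lacking pPAFAH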
GSTO1 counter: GSTO1 inhibition, counter-screen for RBBP9 inhibitors | 1.1% of 300,000 active | inhibition, % at 5.96 µM | recombinant GSTO1, activity-based probe fluorescence polarization | P78417;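 active = inhibition above the campaign mean inhibition plus 3 SD, cut at about 35% in these data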;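 note: 0% = GSTO1-1 with DMSO and 100% = wells lacking GSTO1-1 enzyme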
Target sequence (P78417 whole entry, looked up): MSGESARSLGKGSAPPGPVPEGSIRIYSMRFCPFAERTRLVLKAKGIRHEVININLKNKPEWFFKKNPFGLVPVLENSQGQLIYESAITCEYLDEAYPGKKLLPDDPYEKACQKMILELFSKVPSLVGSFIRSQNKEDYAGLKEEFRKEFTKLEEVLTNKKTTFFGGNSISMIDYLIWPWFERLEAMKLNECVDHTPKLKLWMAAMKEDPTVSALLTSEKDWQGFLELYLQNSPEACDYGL
PAFAH1B3 FP inh: inhibitors of human PAFAH1B3 | recombinant PAFAH1B3, FP-rhodamine probe, fluorescence polarization | Q15102 | 0.28% of 340,000 active | inhibition, % at 3.39 µM | AID 492972;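 active = inhibition above the screen-wide average of all tested compounds plus 3 SD, cut at about 25% in these data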;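 note: 0% = enzyme with DMSO only and 100% = wells lacking PAFAH1B3 protein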
Target sequence (Q15102 whole entry, looked up): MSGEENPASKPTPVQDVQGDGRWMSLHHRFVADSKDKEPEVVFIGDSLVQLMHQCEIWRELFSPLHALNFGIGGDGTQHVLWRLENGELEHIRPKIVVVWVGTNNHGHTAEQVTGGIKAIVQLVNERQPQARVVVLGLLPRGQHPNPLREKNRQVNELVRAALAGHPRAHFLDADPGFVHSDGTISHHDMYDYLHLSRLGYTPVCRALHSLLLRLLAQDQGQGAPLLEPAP
LYPLA2 inh: counter-screen for PME1 inhibitors: inhibitors of human LYPLA2; recombinant LYPLA2, FP-Rh probe fluorescence polarization; inhibition, % at 5.9 µM; 0.38% of 320,000 active;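 active = inhibition above the screen-wide mean plus 3 SD, limit set per campaign, cut at about 26% in these data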;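 note: 0% = LYPLA2 with DMSO and 100% = wells lacking LYPLA2 enzyme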
Target sequence (O95372 whole entry, looked up): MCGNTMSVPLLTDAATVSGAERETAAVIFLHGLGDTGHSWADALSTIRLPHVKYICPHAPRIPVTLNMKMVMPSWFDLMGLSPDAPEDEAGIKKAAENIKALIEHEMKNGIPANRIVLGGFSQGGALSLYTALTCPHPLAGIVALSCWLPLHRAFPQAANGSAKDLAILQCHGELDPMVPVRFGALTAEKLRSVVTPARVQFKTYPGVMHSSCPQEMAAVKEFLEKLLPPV
PAD4 inh: inhibitors of human PAD4; Q9UM07; recombinant PAD4, RCA probe fluorescence polarization; inhibition, % at 6.36 µM; 0.41% of 330,000 active;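 active = percent inhibition above a cutoff equal to the mean of all tested compounds plus 3 SD, cut at about 15% in these data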;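 note: 0% = PAD4 with RCA probe and DMSO and 100% = probe without PAD4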
LYPLA1 inh: blocks human lysophospholipase 1, a PME1 counter-screen. recombinant LYPLA1, FP-Rh probe fluorescence polarization. AID 2174. O75608. 0.16% of 320,000 active. inhibition, % at 5.9 µM;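 active = inhibition above the mean of all tested compounds plus 3 SD, set per campaign, cut at about 14% in these data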;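 note: inhibitors block serine hydrolase probe labeling of LYPLA1 so polarization falls; 0% = enzyme with DMSO and 100% = wells lacking LYPLA1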
Target sequence (O75608 whole entry, looked up): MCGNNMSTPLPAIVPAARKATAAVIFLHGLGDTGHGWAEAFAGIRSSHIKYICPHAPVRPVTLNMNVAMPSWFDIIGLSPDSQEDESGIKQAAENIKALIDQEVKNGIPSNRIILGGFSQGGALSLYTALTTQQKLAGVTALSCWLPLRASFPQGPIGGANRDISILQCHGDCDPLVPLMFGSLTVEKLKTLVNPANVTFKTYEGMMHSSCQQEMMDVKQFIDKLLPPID
PREPL inh: inhibitors of human prolyl oligopeptidase-like enzyme PREPL; Q4J6C6; recombinant PREPL, fluorescence polarization activity-based probe; inhibition, % at 5.96 µM; 0.68% of 320,000 active; AID 2751; in the data active = inhibition above about 43%;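 note: 0% = enzyme with DMSO and 100% = wells lacking enzyme; many of its hits are not listed in these tables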
PAFAH1B2 FP inh: blocks human PAF acetylhydrolase 1b catalytic subunit 2. P68402. recombinant PAFAH1B2, FP-rhodamine activity probe, fluorescence polarization. inhibition, % at 3.39 µM. 1.2% of 340,000 active;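 active = inhibition above the mean of all tested compounds plus 3 SD, cut at about 24% in these data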;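 note: 0% = enzyme with DMSO and 100% = wells lacking PAFAH1B2; many of its hits are not listed in these tables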
PAFAH2 inh: PAFAH2 (human) inhibition. recombinant PAFAH2, FP-rhodamine activity probe, fluorescence polarization. inhibition, % at 3.39 µM. 0.99% of 340,000 active. AID 492956;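 active = inhibition above the mean over all tested compounds plus 3 SD, cut at about 30% in these data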;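 note: inhibitors block probe labeling of enzyme so polarization drops; 0% = enzyme with DMSO and 100% = wells lacking PAFAH2 protein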
An asterisk follows results filed as active. An excerpt, so the mix of outcomes need not match the whole.

For Cc1onc(-c2ccccc2Cl)c1C(=O)N1CCc2ccccc2C1 the results were pPAFAH FP inh 4, GSTO1 counter 0, PAFAH1B3 FP inh -2, LYPLA2 inh -3, PAD4 inh -1, LYPLA1 inh -2, PREPL inh -29, PAFAH1B2 FP inh 1 and PAFAH2 inh -5.
For COc1ccc(C(=O)NCC(c2ccco2)N2CCc3ccccc32)cc1OC (stereo unspecified) the results were pPAFAH FP inh 7, GSTO1 counter -6, PAFAH1B3 FP inh 1, LYPLA2 inh -5, PAD4 inh 1, LYPLA1 inh -2, PREPL inh 3, PAFAH1B2 FP inh -2 and PAFAH2 inh 2.
Nn1c(C2CCCCC2)nc2ccccc2c1=O was read as pPAFAH FP inh 4, GSTO1 counter 1, PAFAH1B3 FP inh 8, LYPLA2 inh 10, PAD4 inh -6, LYPLA1 inh 3, PREPL inh -42, PAFAH1B2 FP inh 4 and PAFAH2 inh -8.
`COCCNC(=S)NNC(=O)c1ccc(-n2cnnn2)cc1` gave pPAFAH FP inh 0, GSTO1 counter -7, PAFAH1B3 FP inh 3, LYPLA2 inh 11, PAD4 inh 5, LYPLA1 inh 2, PREPL inh -11, PAFAH1B2 FP inh 1 and PAFAH2 inh -1.
`O=C(Nc1ccc(Cl)cc1)Nc1nc(-c2sccc2Br)cs1` gave pPAFAH FP inh -3, GSTO1 counter -8, PAFAH1B3 FP inh -11, LYPLA2 inh -24, PAD4 inh -9, LYPLA1 inh -16, PREPL inh -7, PAFAH1B2 FP inh -5 and PAFAH2 inh -13.
For OCCC1CN(Cc2cccc3nonc23)CCN1C1CCCCC1 (stereo unspecified) the results were pPAFAH FP inh 0, GSTO1 counter 3, PAFAH1B3 FP inh -4, LYPLA2 inh -3, PAD4 inh -3, LYPLA1 inh -3, PREPL inh 17, PAFAH1B2 FP inh 5 and PAFAH2 inh -2.
For O=C(Cn1nc(C(=O)O)c2ccccc2c1=O)Nc1ccc(Br)cc1 the results were pPAFAH FP inh -8, GSTO1 counter -1, PAFAH1B3 FP inh 4, LYPLA2 inh -26, PAD4 inh -1, LYPLA1 inh -13, PREPL inh -13, PAFAH1B2 FP inh 0 and PAFAH2 inh -1.
`CCn1c(SCC(=O)Nc2cc(C)on2)nnc1-c1ccc(OC)cc1` gave pPAFAH FP inh 6, GSTO1 counter 7, PAFAH1B3 FP inh 1, LYPLA2 inh 5, PAD4 inh 6, LYPLA1 inh 3, PREPL inh 5, PAFAH1B2 FP inh -8 and PAFAH2 inh -5.
`O=C(Nc1ccc(NC(=O)c2cccs2)c(Cl)c1)c1ccco1` gave pPAFAH FP inh 6, GSTO1 counter 2, PAFAH1B3 FP inh 20, LYPLA2 inh 4, PAD4 inh -1, LYPLA1 inh -2, PREPL inh 0, PAFAH1B2 FP inh 3 and PAFAH2 inh 0.
CCNC(=S)NCc1ccc2[nH]c(C)cc2c1 was read as pPAFAH FP inh -2, GSTO1 counter 0, PAFAH1B3 FP inh 6, LYPLA2 inh 0, PAD4 inh 5, LYPLA1 inh -2, PREPL inh -7, PAFAH1B2 FP inh 0 and PAFAH2 inh -4.
Screening CCOC(=O)C1=C(C)Nc2nc(SCC)[nH]c(=O)c2C1c1ccncc1 (stereo unspecified) returned pPAFAH FP inh -2, GSTO1 counter -5, PAFAH1B3 FP inh -1, LYPLA2 inh 3, PAD4 inh -1, LYPLA1 inh 0, PREPL inh 20, PAFAH1B2 FP inh 8 and PAFAH2 inh 10.
COC(=O)c1ccc2c(c1)S(=O)(=O)NC(=NCc1ccco1)S2 was read as pPAFAH FP inh 1, GSTO1 counter -1, PAFAH1B3 FP inh 0, LYPLA2 inh 1, PAD4 inh 1, LYPLA1 inh -2, PREPL inh 18, PAFAH1B2 FP inh -1 and PAFAH2 inh 12.
Screening N#Cc1c(OCC(=O)c2ccccc2)nc2c(c1-c1ccco1)CCc1ccccc1-2 returned pPAFAH FP inh 16, GSTO1 counter -3, PAFAH1B3 FP inh -3, LYPLA2 inh 0, PAD4 inh -2, LYPLA1 inh -3, PREPL inh 16, PAFAH1B2 FP inh -5 and PAFAH2 inh -1.
For NC(CSS(=O)(=O)O)=NCCC12CC3CC(CC(O)(C3)C1)C2 the results were pPAFAH FP inh -8, GSTO1 counter 13, PAFAH1B3 FP inh 3, LYPLA2 inh -3, PAD4 inh 2, LYPLA1 inh -2, PREPL inh -2, PAFAH1B2 FP inh -1 and PAFAH2 inh 4.
Screening O=C(COc1ccccc1)NC(=S)Nc1cccc([N+](=O)[O-])c1 returned pPAFAH FP inh 3, GSTO1 counter -11, PAFAH1B3 FP inh 13, LYPLA2 inh 4, PAD4 inh 4, LYPLA1 inh -4, PREPL inh 2, PAFAH1B2 FP inh 3 and PAFAH2 inh 10.
Screening O=C(CCn1nnc2ccccc21)OCC(=O)c1ccc([N+](=O)[O-])cc1 returned pPAFAH FP inh 7, GSTO1 counter 3, PAFAH1B3 FP inh 1, LYPLA2 inh -2, PAD4 inh -5, LYPLA1 inh -3, PREPL inh -4, PAFAH1B2 FP inh 1 and PAFAH2 inh -1.
`Oc1ccc2ccccc2c1C=NC1CCCCC1` gave pPAFAH FP inh 8, GSTO1 counter 31, PAFAH1B3 FP inh 5, LYPLA2 inh 3, PAD4 inh -17, LYPLA1 inh 0, PREPL inh 12, PAFAH1B2 FP inh -3 and PAFAH2 inh 4.
For Fc1ccc(-n2cc(CNCCc3ccccn3)c(-c3ccccc3Cl)n2)cc1 the results were pPAFAH FP inh 2, GSTO1 counter -1, PAFAH1B3 FP inh -2, LYPLA2 inh -2, PAD4 inh -4, LYPLA1 inh -1, PREPL inh -27, PAFAH1B2 FP inh -1 and PAFAH2 inh 0.
Screening COc1ccccc1CNC(=O)COC(=O)c1cccc(S(=O)(=O)N2CCCCC2)c1 returned pPAFAH FP inh 7, GSTO1 counter 8, PAFAH1B3 FP inh 3, LYPLA2 inh 6, PAD4 inh -1, LYPLA1 inh 2, PREPL inh 20, PAFAH1B2 FP inh 10 and PAFAH2 inh 16.
CCN(C(=O)COC(=O)c1nc2nc(C)cc(C)n2n1)C1CCS(=O)(=O)C1 (stereo unspecified) was read as pPAFAH FP inh -3, GSTO1 counter -1, PAFAH1B3 FP inh 6, LYPLA2 inh -3, PAD4 inh 2, LYPLA1 inh -3, PREPL inh 1, PAFAH1B2 FP inh 4 and PAFAH2 inh -1.
CN(c1ccccc1)S(=O)(=O)c1cc(C(=O)OCC(=O)N2CCN(C(=O)c3ccco3)CC2)ccc1Cl was read as pPAFAH FP inh 9, GSTO1 counter -10, PAFAH1B3 FP inh 4, LYPLA2 inh 12, PAD4 inh 2, LYPLA1 inh 4, PREPL inh 21, PAFAH1B2 FP inh 2 and PAFAH2 inh -3.
Screening CCN=c1sc2ccccc2n1CC(O)COc1ccccc1 (stereo unspecified) returned pPAFAH FP inh 0, GSTO1 counter 4, PAFAH1B3 FP inh 1, LYPLA2 inh -2, PAD4 inh -3, LYPLA1 inh 2, PREPL inh 0, PAFAH1B2 FP inh 2 and PAFAH2 inh 5.
For c1ccc(-c2nccc(-c3ccc(-n4cnc5ccccc54)cc3)n2)cc1 the results were pPAFAH FP inh 4, GSTO1 counter -1, PAFAH1B3 FP inh -9, LYPLA2 inh -4, PAD4 inh 0, LYPLA1 inh -13, PREPL inh -3, PAFAH1B2 FP inh -5 and PAFAH2 inh 10.
For C/C(N)=C(/C#N)C(=O)COC(=O)CNS(=O)(=O)c1ccc2ccccc2c1 the results were pPAFAH FP inh -5, GSTO1 counter 10, PAFAH1B3 FP inh 6, LYPLA2 inh 0, PAD4 inh 2, LYPLA1 inh -5, PREPL inh 9, PAFAH1B2 FP inh 9 and PAFAH2 inh 10.
`O=[N+]([O-])c1ccc(COc2cccc(CNc3ccc(F)cc3)c2)cc1` gave pPAFAH FP inh 5, GSTO1 counter 1, PAFAH1B3 FP inh 6, LYPLA2 inh 7, PAD4 inh -3, LYPLA1 inh -2, PREPL inh 15, PAFAH1B2 FP inh 3 and PAFAH2 inh 0.
CC(=O)C[C@@H](O)CC(=O)[C@H]1OC(=O)CCCCCCc2ccccc21 was read as pPAFAH FP inh 1, PAFAH1B3 FP inh -5, LYPLA2 inh 4, PAD4 inh -2, LYPLA1 inh 5, PREPL inh 3, PAFAH1B2 FP inh 10 and PAFAH2 inh 4.
Oc1c(Br)cc(Br)cc1CNn1cnnc1 was read as pPAFAH FP inh -4, GSTO1 counter -5, PAFAH1B3 FP inh 3, LYPLA2 inh 1, PAD4 inh -7, LYPLA1 inh 2, PREPL inh 9, PAFAH1B2 FP inh 1 and PAFAH2 inh -1.
`Clc1ccc(-c2nc(Cc3ccccc3)no2)cc1` gave pPAFAH FP inh 6, GSTO1 counter 3, PAFAH1B3 FP inh 0, LYPLA2 inh 0, PAD4 inh -2, LYPLA1 inh 4, PREPL inh 3, PAFAH1B2 FP inh 1 and PAFAH2 inh 0.
`COc1ccc(Cl)cc1NC(=O)CN(C)CC(=O)Nc1ccc(Br)cc1` gave pPAFAH FP inh 7, GSTO1 counter -8, PAFAH1B3 FP inh 6, LYPLA2 inh -3, PAD4 inh -1, LYPLA1 inh -6, PREPL inh -9, PAFAH1B2 FP inh 1 and PAFAH2 inh 1.
CCOC(=O)N1CCN(C(=O)c2ccc3c(c2)N(Cc2cc(C)ccc2C)C(=O)c2ccccc2S3=O)CC1 (stereo unspecified) was read as pPAFAH FP inh 1, GSTO1 counter 0, PAFAH1B3 FP inh 3, LYPLA2 inh -7, PAD4 inh 5, LYPLA1 inh -8, PREPL inh 11, PAFAH1B2 FP inh 2 and PAFAH2 inh -6.
`CCOc1ccccc1NC(=O)CSc1nnc(-c2ccccc2Cl)n1Cc1ccco1` gave pPAFAH FP inh -2, GSTO1 counter 10, PAFAH1B3 FP inh 12, LYPLA2 inh 2, PAD4 inh 1, LYPLA1 inh 8, PREPL inh 6, PAFAH1B2 FP inh 1 and PAFAH2 inh 6.
For Clc1ccc(Cn2c(/C=C/c3ccco3)nc3ccccc32)cc1 the results were pPAFAH FP inh 33*, GSTO1 counter -6, PAFAH1B3 FP inh -11, LYPLA2 inh -7, PAD4 inh -15, LYPLA1 inh -8, PREPL inh 21, PAFAH1B2 FP inh -8 and PAFAH2 inh -1.
For Cc1cc(C)cc(-n2c(C)nc3cc(C(=O)O)ccc32)c1 the results were pPAFAH FP inh 1, GSTO1 counter 2, PAFAH1B3 FP inh 0, LYPLA2 inh -1, PAD4 inh -5, LYPLA1 inh 0, PREPL inh -2, PAFAH1B2 FP inh 2 and PAFAH2 inh -3.
`CCOc1ccccc1C(=O)N[C@H](C(=O)NCc1ccccc1)C(C)C` gave pPAFAH FP inh 4, GSTO1 counter -1, PAFAH1B3 FP inh 3, LYPLA2 inh -6, PAD4 inh -1, LYPLA1 inh -5, PREPL inh 0, PAFAH1B2 FP inh -2 and PAFAH2 inh -2.
COCCn1c(SCC(=O)Nc2ccccc2C(F)(F)F)nc2ccccc2c1=O was read as pPAFAH FP inh -3, GSTO1 counter 1, PAFAH1B3 FP inh 9, LYPLA2 inh 0, PAD4 inh 2, LYPLA1 inh 2, PREPL inh 4, PAFAH1B2 FP inh 1 and PAFAH2 inh 5.
`COc1ccccc1CNC(=O)CCc1nnc2ccc(NCCCN3CCCC3=O)nn12` gave pPAFAH FP inh 0, GSTO1 counter 2, PAFAH1B3 FP inh 1, LYPLA2 inh -6, PAD4 inh 0, LYPLA1 inh 1, PREPL inh 4, PAFAH1B2 FP inh 0 and PAFAH2 inh 3.

Screens (PubChem BioAssay)
